Screening results as filed in PubChem BioAssay.
NTR1 agonist – agonists of NTR1, primary screen, imaging, U2OS cells, beta-arrestin-GFP, high content (AID 493036); P30989; NTR1-U2OS beta-arrestin-GFP spot imaging, agonist mode; 0.17% of 330,000 active; activation, % at 20 µM;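 active means activation at or above 40% of the spot to cytoplasm intensity ratio, with at least 20 cells analyzed; inconclusive means wells under 20 cells, flagged as cytotoxic or low count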;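 further: 0% = DMSO without peptide and 100% = 100 nM NTR1 peptide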
Target sequence (P30989 whole entry, looked up): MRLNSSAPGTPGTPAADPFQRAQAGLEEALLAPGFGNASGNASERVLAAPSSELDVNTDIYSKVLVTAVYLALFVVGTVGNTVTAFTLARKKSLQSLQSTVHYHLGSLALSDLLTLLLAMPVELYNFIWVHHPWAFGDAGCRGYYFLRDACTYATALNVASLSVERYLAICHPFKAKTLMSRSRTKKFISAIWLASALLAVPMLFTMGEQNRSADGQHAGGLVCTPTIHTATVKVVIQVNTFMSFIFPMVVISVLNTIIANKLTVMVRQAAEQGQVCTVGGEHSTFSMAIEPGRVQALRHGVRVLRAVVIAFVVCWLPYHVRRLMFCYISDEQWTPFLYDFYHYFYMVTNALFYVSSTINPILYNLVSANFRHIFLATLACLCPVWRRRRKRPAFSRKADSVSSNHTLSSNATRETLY
UTI89 phage lysis – inhibition of K1F phage lysis, E. coli UTI89, bacterial capsule biogenesis inhibitors, alamar blue (AID 488966); inhibition, % at 100 µM, or IC50 in µM where a hit was titrated; E. coli UTI89 K1F phage lysis, alamar blue, 2 h; higher % means a stronger effect; 0.02% of 340,000 active;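 active means phage lysis inhibition, versus mean bacterial control, above a set limit; inconclusive means no clear call, values can overlap the other calls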;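 further: capsule biogenesis inhibitors block K1F phage lysis so surviving cells raise fluorescence; higher fluorescence means more inhibition of phage lysis; actives were called in the ten point dose series up to 300 µM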
AID2073 – disruptors of CaV2.2 binding to Mint1 – biochemical, HTRF (AID 2073). HTRF protein-protein interaction, Mint1-CaV2.2; higher % means a stronger effect. inhibition, % at 20 µM; hits with a dose series show IC50 in µM. 0.19% of 290,000 active; in the data active means inhibition mostly above about 51%, no sharp cut-off; inconclusive means no clear call, values can overlap the other calls; inactive means mostly below about 53%; further: some results filed as inactive read as strong as hits
Siah-1 displacement – Siah-1 peptide-binding antagonists, primary screen, biochemical, fluorescence polarization, rhodamine-plectin, uHTS (AID 1817). Siah-1 / rhodamine-plectin peptide fluorescence polarization; higher % means a stronger effect. displacement, % at 20 µM, or IC50 in µM where a hit was titrated. 0.02% of 290,000 active;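 active means displacement of at least 50% at 20 µM, with a fluorescence ratio check between 0.3 and a set limit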;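 further: plate controls were Siah plus tracer with DMSO for no effect and tracer alone without Siah for full effect; strong numbers were not always called active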
RSV CPE inhibition – RSV antiviral activity via CPE protection, HEp-2 cells, primary 10 µM value included (AID 2391); one-dose CPE inhibition, % at 10 µM; IC50 in µM for titrated hits; 0.13% of 310,000 active; HEp-2 cells, RSV-induced CPE inhibition; higher % means a stronger effect; in the data active means a potency from the dose series; inconclusive means CPE inhibition mostly from about 23% at the one dose, without a potency; inactive means the rest, 99 in 100 with CPE inhibition below about 21%; further: strong numbers were not always called active
MgcRacGAP inhibition – MgcRacGAP GTPase-activating activity inhibitors, confirmation, biochemical, ADP Hunter fluorescence; inhibition, % at 30 µM; hits with a dose series show IC50 in µM; AID 624330; 0.6% of 340,000 active; MgcRacGAP-stimulated Rac1 GTP hydrolysis, ADP Hunter fluorescence; higher % means a stronger effect; GST-tagged Rac1 F28L mutant substrate;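 active means first-screen hits whose inhibition reached a set limit at any dose in the follow-up dose series; inconclusive means inhibition above the set first-screen limit but never retested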;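 further: fluorescence reports GDP produced by GAP-driven GTP hydrolysis; strong numbers were not always called active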
West Nile virus CPE – West Nile virus antiviral activity, cell-based, CPE readout (AID 1621); West Nile virus-infected cells, CPE inhibition; higher % means a stronger effect; one-dose CPE inhibition, % at 10 µM; IC50 in µM for titrated hits; 0.02% of 290,000 active; in the data active means a potency from the dose series; inconclusive means CPE inhibition mostly from about 3.7% at the one dose, without a potency; inactive means the rest, 99 in 100 with CPE inhibition below about 2.2%; further: strong numbers were not always called active
Large T inhibition – TAg ATPase/helicase activity blockers – biochemical (AID 1903) | SV40 large T antigen ATPase/helicase inhibition assay; higher % means a stronger effect | 0.39% of 310,000 active | one-dose inhibition, % at 20 µM; IC50 in µM for titrated hits; in the data active means a potency from the dose series; inconclusive means inhibition mostly from about 32% at the one dose, without a potency; inactive means the rest, 99 in 100 with inhibition below about 32%; further: strong numbers were not always called active
NS5 inhibitors – Dengue-2 NS5 methyltransferase inhibitors, primary screen, biochemical, confirmation dose response (AID 588689) | Dengue-2 NS5 methyltransferase capping enzyme assay, biochemical; higher % means a stronger effect | one-dose inhibition, % at 25 µM; IC50 in µM for titrated hits | 0.3% of 340,000 active; in the data active means a potency from the dose series; inconclusive means inhibition above about 29% without an active follow-up result
NTR1 agonist cell count 20 µM – recorded beside NTR1 agonist, whose call it bears; cell count; measured here: cell count, cytotoxicity flag
The depositor's hits bear a star; ? = inconclusive; · = no result given; [ ] = another dose, or the depositor's remark. The order is random. About 1.6% of those tested had a hit in this group.

No.	mol	NTR1 agonist	NTR1 agonist cell count 20 µM	UTI89 phage lysis	AID2073	Siah-1 displacement
1	CS(=O)(=O)N1N=C(c2ccccc2)CC1c1ccc2c(c1)OCO2 (stereo unspecified)	·	·	3.5%	-3%	1%
2	COc1ccc(-c2cc(C(=O)N3CCN(c4ccccc4F)CC3)c3ccccc3n2)c(OC)c1	3.8	56	0.2%	17%	7%
3	COc1ccc(-c2cc(C(=O)N3CCN(c4ccccc4OC)CC3)no2)cc1	4.4	44	0.1%	5%	-1%
4	O=C(COC(=O)C1=COCCO1)Nc1cc(C(F)(F)F)ccc1Cl	-0.4	69	1.2%[50 µM]	·	·
5	COc1ccc(C(=O)NC2CC2)cc1OC1CCN(C/C=C/c2ccccc2)CC1	1.1	86	-0.5%[50 µM]	5%	-5%
6	C=CCSc1nnc(NC(=O)c2nc(SCC)ncc2Cl)s1	0.6	82	0.0%	3%	4%
7	Nc1nc(SCC(=O)NC2CCCCCC2)[nH]c(=O)c1-c1ccccc1	0.1	41	2.9%	-7%	2%
8	CCOC(=O)c1c(CN2CCCCC2)n(C)c2cc(Br)c(OC)cc12	0.0	53	0.9%	0%	1%

No.	RSV CPE inhibition	MgcRacGAP inhibition	West Nile virus CPE	Large T inhibition	NS5 inhibitors
1	1.2%	-8%	-1.2%	5%	?
2	?	7%	-0.3%	9%	-4%
3	2.2%	10%	0.2%	9%	-3%
4	·	3%	·	·	1%
5	0.1%	5%	0.3%	4%	5%
6	0.5%	9%	-0.2%	19%	-6%
7	11%	4%	-0.2%	-4%	-2%
8	3.4%	9%	1.8%	10%	2%

Next section
No.	mol	NTR1 agonist	NTR1 agonist cell count 20 µM	UTI89 phage lysis	AID2073	Siah-1 displacement
9	CCOc1ccccc1NC(=O)CN1C(=O)COc2ccc(S(=O)(=O)N3CCOCC3)cc21	0.4	39	0.3%	2%	0%
10	COc1cc(/C=C2/NC(=O)NC2=O)cc(Br)c1OCc1ccc(C(=O)O)cc1	0.6	38	-0.4%	4%	22%
11	COc1ccc(NCc2nnc(SCc3ccccc3)n2-c2ccc(OC)cc2)cc1	-0.7	87	-0.2%	-6%	4%
12	COC(=O)c1cc2sc(Cl)cc2n1CC(=O)NCC1CCCO1 (stereo unspecified)	-1.5	85	0.1%	2%	1%
13	CCOc1ccccc1N(CC(=O)NC1CCCCC1)C(=O)CNC(=O)c1ccco1	-1.5	42	-0.5%	-5%	5%
14	NC(Cc1ccccc1)C(=O)N1CCCCC1 (stereo unspecified)	-0.7	111	0.3%	4%	1%
15	Cc1nn(C(C)C(=O)NCCCc2ccccc2)c(=O)c2nn(-c3ccccc3)c(C)c12 (stereo unspecified)	-0.5	63	0.0%	4%	0%
16	COc1cc(NC(=S)N2CCC(C(O)(c3ccccc3)c3ccccc3)CC2)cc(OC)c1	1.7	89	-0.1%	-21%	-4%

No.	RSV CPE inhibition	MgcRacGAP inhibition	West Nile virus CPE	Large T inhibition	NS5 inhibitors
9	1.4%	-2%	0.0%	4%	30%
10	0.5%	12%	-0.2%	4%	-4%
11	6.3%	15%	-0.9%	5%	-9%
12	-0.2%	12%	0.2%	3%	-2%
13	1.6%	2%	-0.4%	6%	-8%
14	4.6%	9%	0.1%	-32%	4%
15	·	12%	-0.2%	1%	0%
16	0.3%	7%	-1.4%	-60%	8%

One compound at a time, from the list above. Screens in order: NTR1 agonist	NTR1 agonist cell count 20 µM	UTI89 phage lysis	AID2073	Siah-1 displacement	RSV CPE inhibition	MgcRacGAP inhibition	West Nile virus CPE	Large T inhibition	NS5 inhibitors
Record of NC(Cc1ccccc1)C(=O)N1CCCCC1 (stereo unspecified) = -0.7	111	0.3%	4%	1%	4.6%	9%	0.1%	-32%	4%
Record of COc1cc(/C=C2/NC(=O)NC2=O)cc(Br)c1OCc1ccc(C(=O)O)cc1 = 0.6	38	-0.4%	4%	22%	0.5%	12%	-0.2%	4%	-4%
Record of Cc1nn(C(C)C(=O)NCCCc2ccccc2)c(=O)c2nn(-c3ccccc3)c(C)c12 (stereo unspecified) = -0.5	63	0.0%	4%	0%	·	12%	-0.2%	1%	0%
Record of COc1cc(NC(=S)N2CCC(C(O)(c3ccccc3)c3ccccc3)CC2)cc(OC)c1 = 1.7	89	-0.1%	-21%	-4%	0.3%	7%	-1.4%	-60%	8%
Record of CCOc1ccccc1N(CC(=O)NC1CCCCC1)C(=O)CNC(=O)c1ccco1 = -1.5	42	-0.5%	-5%	5%	1.6%	2%	-0.4%	6%	-8%

New compounds follow.
No.	mol	NTR1 agonist	NTR1 agonist cell count 20 µM	UTI89 phage lysis	AID2073	Siah-1 displacement
17	CCC(=O)N(Cc1cc(=O)[nH]c2ccccc12)C1CCCCC1	-0.7	90	-0.7%	0%	4%
18	CCC(C)(C)n1nnnc1C(C(C)C)N(Cc1cccnc1)Cc1ccco1 (stereo unspecified)	-0.2	50	0.1%	7%	0%
19	COc1ccccc1N(C)S(=O)(=O)c1ccc(C(=O)OCC(=O)NCCC2=CCCCC2)cc1	-0.2	36	0.2%[50 µM]	6%	7%
20	CCC(=O)NC(=S)Nc1ccc(NC(=O)c2ccco2)c(OC)c1	-2.1	38	3.9%	-3%	-2%
21	CC(=O)N1CCN(C(=S)NC(=O)c2c(-c3ccccc3Cl)noc2C)CC1	2.1	68	0.0%	-26%	0%
22	COc1ccc(-n2cc(CN(C)Cc3n[nH]c(=O)[nH]3)c(-c3cccc(F)c3)n2)cc1	0.8	45	-1.9%	6%	-10%
23	CCS(=O)(=O)c1nc2ccccc2n1CC(=O)N1CCCCC1	-0.4	55	1.0%	12%	-4%
24	CN(Cc1cnccn1)C(=O)C1CCC(=O)N(CCc2ccc(Cl)cc2)C1 (stereo unspecified)	-0.3	62	0.1%	1%	10%

No.	RSV CPE inhibition	MgcRacGAP inhibition	West Nile virus CPE	Large T inhibition	NS5 inhibitors
17	0.5%	1%	-0.5%	20%	-4%
18	-1.5%	5%	-1.6%	10%	-3%
19	3.5%	2%	0.1%	6%	-7%
20	1.5%	1%	-0.5%	17%	-4%
21	-2.4%	1%	0.4%	5%	1%
22	-1.1%	-10%	0.1%	25%	-8%
23	-1.1%	7%	-0.2%	-2%	0%
24	5.8%	8%	-0.1%	9%	-11%

Next compounds.
No.	mol	NTR1 agonist	NTR1 agonist cell count 20 µM	UTI89 phage lysis	AID2073	Siah-1 displacement
25	O=[N+]([O-])c1ccc2nc(-c3ccccc3)n(OCc3ccc(Cl)cc3)c2c1	4.1	90	0.5%	-16%	-2%
26	COC(=O)c1c(NC(=S)NNS(=O)(=O)c2ccc(OC)cc2OC)sc2c1CCCCCC2	-0.4	69	-0.3%	15%	11%
27	COc1ccc(/C=N/Nc2nccnc2Cl)cc1	0.4	34	3.9%	11%	1%
28	Cc1cc(C(=O)NN=C2CCCCCC2)c(C)o1	5.3	53	0.1%	-16%	1%
29	O=C(Nc1cccc(Cl)c1)c1ccc(NCCCN2CCOCC2)c([N+](=O)[O-])c1	1.3	37	-0.4%	4%	1%
30	COc1cc(OC)cc(C(=O)OCCCOC(=O)c2cc(OC)cc(OC)c2)c1	2.8	69	0.2%	7%	4%
31	O=C(NCCCN1CCOCC1)c1ccc2c(=O)n(Cc3cccc(Br)c3)c(=S)[nH]c2c1	3.4	52	0.2%	-12%	-2%
32	COc1ccc2[nH]cc(C(=O)CN3CCN(C(=O)c4ccco4)CC3)c2c1	-0.3	53	1.1%	12%	2%

No.	RSV CPE inhibition	MgcRacGAP inhibition	West Nile virus CPE	Large T inhibition	NS5 inhibitors
25	8.1%	11%	-0.6%	0%	1%
26	2.3%	-7%	-0.7%	8%	-2%
27	2.6%	2%	0.5%	4%	-5%
28	-0.4%	0%	0.3%	22%	-5%
29	5.4%	7%	-0.6%	14%	-1%
30	1.5%	7%	-0.1%	11%	0%
31	5.6%	5%	-1.2%	4%	-6%
32	-2.4%	9%	1.1%	0%	0%

Remaining list, next part.
No.	mol	NTR1 agonist	NTR1 agonist cell count 20 µM	UTI89 phage lysis	AID2073	Siah-1 displacement
33	COc1cccc(-c2nn(-c3ccc(C)cc3)cc2C(=O)NCC(c2cccs2)N2CCOCC2)c1 (stereo unspecified)	3.8	65	-0.4%[50 µM]	·	·
34	CN(C)c1ccc(/C=N/N=C2/NC(=O)/C(=C/c3ccc([N+](=O)[O-])cc3)S2)cc1	-3.2	70	0.1%	31%	-3%
35	O=C(NCc1ccco1)C1c2ccccc2Oc2ccccc21	0.1	44	0.5%	12%	6%
36	Fc1ccccc1-c1nc(NCc2ccco2)c2ccccc2n1	0.1	93	-0.1%	3%	1%
37	Cc1ccc(-c2nnc(N3CCCCC3)c3ccccc23)cc1S(=O)(=O)N(C)C	0.4	60	3.3%	-16%	-2%
38	COc1ccc(CNC(=O)c2ccc(CS(=O)(=O)Cc3ccccc3F)o2)cc1	0.3	55	-0.1%	12%	-2%
39	COc1cc(C2C(=O)c3ccccc3C2=O)ccc1O	5.4	62	8.0%	?	-8%
40	Cc1noc(C)c1CCC(=O)NC1CCCN(Cc2ccc(Cl)cc2)C1 (stereo unspecified)	-0.9	73	-0.1%	-1%	6%

No.	RSV CPE inhibition	MgcRacGAP inhibition	West Nile virus CPE	Large T inhibition	NS5 inhibitors
33	17%	3%	·	23%	-1%
34	8.1%	2%	·	21%	2%
35	0.5%	4%	-0.3%	12%	-1%
36	0.9%	6%	-0.8%	3%	-5%
37	6.8%	3%	-0.1%	-1%	-7%
38	2.0%	15%	-0.1%	8%	-4%
39	1.2%	16µM*	0.0%	20%	·
40	0.7%	-1%	-1.1%	10%	-8%

Next part:
No.	mol	NTR1 agonist	NTR1 agonist cell count 20 µM	UTI89 phage lysis	AID2073	Siah-1 displacement
41	O=c1[nH]c2ccc(S(=O)(=O)N3CCN(C4CCCCC4)CC3)cc2[nH]c1=O	0.3	81	0.2%	0%	5%
42	COc1ccc(S(=O)(=O)N(C)c2ccc(C(=O)NCC3CCCO3)cc2)cc1OC (stereo unspecified)	-1.4	56	0.4%	7%	-2%
43	COc1ccc(C(=O)N/N=C\c2coc3ccccc3c2=O)cc1	1.0	51	-0.1%	6%	8%
44	Cc1cccc(N2C(=O)CC(N3CCN(c4cccc(C(F)(F)F)c4)CC3)C2=O)c1 (stereo unspecified)	0.9	85	1.0%	2%	-2%

No.	RSV CPE inhibition	MgcRacGAP inhibition	West Nile virus CPE	Large T inhibition	NS5 inhibitors
41	-1.3%	10%	-0.3%	4%	-6%
42	0.6%	5%	-0.2%	-2%	-4%
43	3.9%	3%	0.2%	12%	-5%
44	1.8%	3%	1.3%	11%	-1%
